Shiga toxin inh: Shiga toxin inhibition. AID 2315. 290,000 tested, 9.2% active. Vero cells, Shiga toxin protein synthesis inhibition reporter. inhibition, % at 38.7 µM; in the data active means inhibition mostly above about 28%, no sharp cut-off; inactive means mostly below about 43%; further: 0% is about no effect
CHX counter: affects cycloheximide protein synthesis inhibition readout, counter-screen; cell reporter, cycloheximide protein synthesis inhibition counterscreen; AID 2314; max response, %; 300,000 tested, 12% active; in the data active means max response mostly above about 13%, no sharp cut-off; inactive means mostly below about 14%; further: read at 38.3 µM for the half of the compounds with a filed dose; 0% is about no effect
Pf growth 96h: P. falciparum growth inhibition at 96 hour, primary screen for plastid delayed-death inhibitors; AID 504834; P. falciparum luciferase reporter growth, 96 h; 320,000 tested, 6.9% active; Potency, µM (top dose mostly 28.7 µM), for the others: top-dose activity change, negative = inhibition, actives largely listed as inhibitors; further: potency means the concentration at half of the fitted maximal effect; on the % scale 0 is the no-effect control and ±100 the full control effect
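Two-generation exposure (96 h) targets delayed-death phenotype. Reporter parasites carrying integrated firefly luciferase, in red cells at 2% hematocrit and 0.05% parasitemia final, kept at 37 C, 5% CO2; luminescence loss indicates inhibition.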
Pf growth 48h: P. falciparum growth inhibition at 48 hours (one generation). P. falciparum luciferase growth in erythrocytes, 48 h. Potency, µM (titrated, usually from 28.7 µM), without a hit: at the top dose activity change, negative = inhibition, hits mostly inhibitors. 310,000 tested, 5.9% active; further: potency means the concentration at half of the fitted maximal effect; on the % scale 0 is the no-effect control and ±100 the full control effect
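Growth was read as firefly luciferase luminescence after a 48 h, 37 C, 5% CO2 exposure of compounds to reporter-bearing P. falciparum cultures (0.1% parasitemia, 2% hematocrit final) in Albumax-supplemented RPMI 1640.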
LmPK inh: blocks Leishmania mexicana pyruvate kinase activity | Q27686 | purified LmPK, Kinase-Glo ATP luminescence, 1 h | Potency, µM (top dose mostly 57.5 µM), inactives show top-dose activity change, negative = inhibition, actives largely listed as inhibitors | 290,000 tested, 0.37% active; further: potency means the concentration at half of the fitted maximal effect; on the % scale 0 is the no-effect control and ±100 the full control effect
Target sequence (Q27686 whole entry, looked up): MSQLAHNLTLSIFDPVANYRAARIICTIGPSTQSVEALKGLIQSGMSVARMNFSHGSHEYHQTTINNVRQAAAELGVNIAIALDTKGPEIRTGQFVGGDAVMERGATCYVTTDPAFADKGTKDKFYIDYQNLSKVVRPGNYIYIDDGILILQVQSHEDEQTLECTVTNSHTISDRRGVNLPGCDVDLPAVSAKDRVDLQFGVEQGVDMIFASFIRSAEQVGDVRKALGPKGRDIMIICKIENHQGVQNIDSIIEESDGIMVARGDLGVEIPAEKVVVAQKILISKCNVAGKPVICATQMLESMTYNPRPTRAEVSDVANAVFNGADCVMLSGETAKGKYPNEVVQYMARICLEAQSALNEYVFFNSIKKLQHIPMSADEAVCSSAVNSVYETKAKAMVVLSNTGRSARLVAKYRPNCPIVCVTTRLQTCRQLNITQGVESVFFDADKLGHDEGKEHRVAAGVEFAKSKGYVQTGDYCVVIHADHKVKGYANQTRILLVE
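Kinase-Glo luminescence read after 1 h RT reaction of 0.1 nM LmPK with 0.5 mM PEP and 0.1 mM ADP. Activity scaled between uninhibited and enzyme-free controls.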
TbPYK inhibitor: inhibitors of Trypanosoma brucei pyruvate kinase; AID 624173; TbPYK enzyme, Kinase-Glo Plus ATP luminescence, 45 min; Potency, µM (titrated, usually from 76.8 µM), for the others: top-dose activity, negative = inhibition, hits mostly inhibitors; 410,000 tested, 0.12% active; Q57TT1; further: potency means the concentration at half of the fitted maximal effect; on the % scale 0 is the no-effect control and ±100 the full control effect; nearly all actives have a fitted effect of over 50% in size
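Readout: single end-point luminescence (Kinase-Glo Plus, 10 min). Reaction conditions were TbPYK/substrate plus 130 uM ADP, 45 min at RT, pH 7.2 TEA buffer. No-enzyme wells served as controls, and data were normalized before concentration-response fitting.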
AMA1 RON2 block: disrupts binding of P. falciparum AMA1 to RON2 | AlphaScreen AMA1-biotinylated RON2 peptide binding | Potency, µM (series often up to 58.2 µM), without a hit: at the highest dose activity change, negative = inhibition, usual class: inhibitors | 360,000 tested, 0.2% active;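 further: potency means the concentration at half of the fitted maximal effect; 0% = vehicle wells and -100% = peptide control; nearly all actives have a fitted effect of over 45% in size; some results filed as inactive show a strong effect at the top dose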
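AMA1 (3D7) with his tag at 25 nM final met compounds first, then biotinylated RON2 peptide at 25 nM; detection used donor plus acceptor beads, 10 µg/mL apiece, read by AlphaScreen after 30 min at room temperature.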
Active calls of the source: *; ? = inconclusive; . = no result given; & = joins results of further samples; [ ] = remark or other dose. Unless noted, the call rests on the fitted dose curve; in most records, active means well fitted curve in the direction sought with a large enough effect; inconclusive means small, poorly fitted or top-dose-only effect, or another doubt; inactive means no such curve, though single readings can be large; an effect the other way counts as inactive or inconclusive.

cpd	Compound	Shiga toxin inh	CHX counter	Pf growth 96h	Pf growth 48h
1	CN(c1ccccc1)S(=O)(=O)c1cccc(NC(=O)CSc2n[nH]c(N)n2)c1	-6	-2	-12%	-26%
2	CCN(CC)c1ccc(NC(=O)Nc2cccc3ccccc23)cc1	30	15*	?	?
3	CN(CC(=O)Nc1cccc(F)c1)C(=O)CCCc1nc2ccccc2c(=O)[nH]1	.	.	?	?
4	Cc1cc(C(F)F)nn1CC(=O)NC1CCCC1	1	-1	45%[activator]	8%
5	CC1CCc2c(C(=O)NCc3ccccn3)csc2C1 (centres undefined)	161*	65*	?	33%[activator]
6	COc1ccc(/C=C/C(=O)NNC(=O)c2ccncc2)c(OC)c1	.	.	43%[activator]	17%
7	COc1ccc(C)cc1S(=O)(=O)N(CC(=O)Nc1cccc([N+](=O)[O-])c1)c1ccccc1	-10	1	12µM*	?
8	CCn1c(SCC(=O)Nc2ccccc2F)nc2c(c1=O)SC(C)C2 (centres undefined)	28	-1	12µM*	?

cpd	LmPK inh	TbPYK inhibitor	AMA1 RON2 block
1	-4%	0%	-8%
2	0%	1%	?
3	.	-3%	-3%
4	-7%	3%	0%
5	1%	?	64%[activator]
6	.	-6%	90%[activator]
7	0%	-3%	12%
8	0%	2%	-4%

(more compounds)
cpd	Compound	Shiga toxin inh	CHX counter	Pf growth 96h	Pf growth 48h
9	Cc1ccc(S(=O)(=O)NNC(=O)CCC(=O)Nc2ccc(C)c(C)c2)cc1	-12	-1	23%	20%
10	CC(C)(C)c1ccc(C(=O)Nc2ccc(O)c3c(=O)cc(-c4ccccc4Cl)oc23)cc1	33&-13	4&-8	?	?
11	CCOc1ccc2nc(C)cc(Nc3cccc([N+](=O)[O-])c3)c2c1	-26	-11	1µM*	1.7µM*
12	Cc1ccccc1Cc1c(C)nc2nc(SCC(=O)NCCCN3CCCC3)nn2c1C	14	-3	19%	?
13	O=C(Nc1cc(Cl)ccn1)C1CCN(S(=O)(=O)c2cccs2)CC1	-14	-2	-10%	.
14	CCC1CN(C(=O)NCc2cccc(OC)c2)c2cc(Cl)ccc2O1 (centres undefined)	-6	-2	25%	?
15	CCC(=O)Nc1ccc(NC(=O)CCc2ccccc2)cn1	.	-3	?	7%
16	COc1ccc([C@@H]2CC=C(C(=O)O)[C@H](c3ccc(F)cc3)N2S(=O)(=O)c2ccc(C)cc2)cc1OC	.	.	10µM*	?

cpd	LmPK inh	TbPYK inhibitor	AMA1 RON2 block
9	6%	1%	24%
10	8%	3%	0%
11	4%	-12%	-7%
12	-4%	-8%	-16%
13	-6%	-25%	-1%
14	0%	2%&-2%	2%
15	0%	-11%	-1%
16	.	-3%	-1%

An excerpt of these results, with values under each structure:
Second line of a record: Shiga toxin inh | CHX counter | Pf growth 96h | Pf growth 48h | LmPK inh | TbPYK inhibitor | AMA1 RON2 block
[3] CN(CC(=O)Nc1cccc(F)c1)C(=O)CCCc1nc2ccccc2c(=O)[nH]1
  . | . | ? | ? | . | -3% | -3%
[4] Cc1cc(C(F)F)nn1CC(=O)NC1CCCC1
  1 | -1 | 45%[activator] | 8% | -7% | 3% | 0%

The list goes on:
cpd	Compound	Shiga toxin inh	CHX counter	Pf growth 96h	Pf growth 48h
17	CC(=O)c1cccc(NC(=O)C(C)OC(=O)c2cccc(-n3cnnn3)c2)c1 (centres undefined)	.	.	10%	-6%
18	Cc1ccc(C)c(-c2csc(Nc3ncccn3)n2)c1	12	-1	-1%	-1%
19	O=C(O)Cn1nnnc1SCC(=O)Nc1ccccc1F	-5	-2	7%	6%
20	CSCCC(NC(=O)c1ccco1)C(=O)NCc1ccc2c(c1)OCO2 (centres undefined)	.	.	4%	1%
21	CC1CCCCN1Cc1c(O)ccc2c(=O)c(-c3nc4ccccc4s3)coc12 (centres undefined)	61*	28*	10µM*	2.1µM*
22	CC(=O)c1cccc(OCC(=O)Nc2ccccc2N2CCOCC2)c1	.	.	?	?
23	CN1CCN(Cc2ccc(Sc3ccc(Cl)cc3)c([N+](=O)[O-])c2)CC1	-4	-5	0.17µM*	?
24	CCc1c(O)nc(SCC(=O)Nc2ccccc2)n(-c2ccccc2)c1=O	-17	-9	17%	3%

cpd	LmPK inh	TbPYK inhibitor	AMA1 RON2 block
17	.	2%	5%
18	0%	-1%	5%
19	-4%	0%	0%
20	.	-2%	2%
21	7%	6%	36%[activator]
22	.	-12%	10%
23	1%	6%	-25%
24	2%	4%	3%

Pulled by structure from the list above (two):
cpd	Compound	Shiga toxin inh	CHX counter	Pf growth 96h	Pf growth 48h
23	CN1CCN(Cc2ccc(Sc3ccc(Cl)cc3)c([N+](=O)[O-])c2)CC1	-4	-5	0.17µM*	?
10	CC(C)(C)c1ccc(C(=O)Nc2ccc(O)c3c(=O)cc(-c4ccccc4Cl)oc23)cc1	33&-13	4&-8	?	?

cpd	LmPK inh	TbPYK inhibitor	AMA1 RON2 block
23	1%	6%	-25%
10	8%	3%	0%

Next part
cpd	Compound	Shiga toxin inh	CHX counter	Pf growth 96h	Pf growth 48h
25	Cc1onc(-c2ccccc2)c1C(=O)OCC(=O)Nc1ccccc1	.	.	-4%	?
26	COc1ccc(C2C(C(=O)Nc3cccc(C)n3)CCC(=O)N2c2ccc(OC)cc2)cc1 (centres undefined)	22	-5	44%[activator]	-2%
27	CCOc1[nH]n(-c2ccc(Cl)cc2)c(=O)c1C=Nc1ccc(Cl)cc1	-15	-2	37%[activator]	0%
28	COc1cccc(CN2CCNC(=O)C2CC(=O)O)c1OC (centres undefined)	-1	-2	21%	8%
29	CC(C)N(C(=O)CN1CCN(C(=O)C2COc3ccccc3O2)CC1)C(C)C (centres undefined)	.	.	?	?
30	CCOc1ccc(OCCC(=O)OCC(=O)Nc2cc(C)nn2-c2ccccc2)cc1	.	.	2%	4%
31	COCCN(C(=O)Cc1ccc(OC)c(OC)c1)c1nc(-c2cc(OC)ccc2OC)cs1	-6	-2	-23%	?
32	O=C(Cc1n[nH]c(=O)c2ccccc12)OCC(=O)c1ccc2c(c1)OCCO2	33	13	-1%	10%

cpd	LmPK inh	TbPYK inhibitor	AMA1 RON2 block
25	.	-7%	-11%
26	-1%	2%	5%
27	4%	1%	-2%
28	-2%	5%	77%[activator]
29	.	4%	-1%
30	.	-3%	-20%
31	4%	2%	0%
32	1%	1%	6%

New compounds follow.
cpd	Compound	Shiga toxin inh	CHX counter	Pf growth 96h	Pf growth 48h
33	COc1ccc(-n2cc(CNCCN3CCOC3=O)c(-c3ccccc3Cl)n2)cc1	-4	-2	?	-7%
34	CC(C)(CNC(=O)c1ccc(Cl)c(S(=O)(=O)N2CCc3ccccc3C2)c1)N1CCOCC1	-4	-3	7.4µM*	?
35	C/C(CC(=O)Nc1ccc(F)cc1)=N\NC(=O)COc1ccccc1	11	-2	-102%	0%
36	O=C(O)c1ccc(S(=O)(=O)N2CCC(Cc3ccccc3)CC2)cc1	-10	-8	33%[activator]	4%
37	CCn1cc(S(=O)(=O)NC(C)c2cc(OC)ccc2OC)cn1 (centres undefined)	-16	-2	21%	7%
38	Cc1c(C(=N)C(C#N)C#N)c(=N)oc2c1ccc1ccccc12	37	8	34%[activator]	61%[activator]
39	CCOc1ncccc1C(=O)OCC(=O)N1CCc2ccccc21	-3	-4	5%	-7%
40	Nc1cccnc1S(=O)(=O)c1ccccc1	-9	-9	10%	0%

cpd	LmPK inh	TbPYK inhibitor	AMA1 RON2 block
33	1%	-3%	-9%
34	-2%	1%	-5%
35	0%	1%	19%
36	1%	0%	-6%
37	-3%	0%	10%
38	-1%	6%	-1%
39	-1%	2%	-1%
40	0%	-1%	-4%

(continued)
cpd	Compound	Shiga toxin inh	CHX counter	Pf growth 96h	Pf growth 48h
41	COc1ccc(Br)cc1C(=O)Nc1ccc(C(=O)O)cc1	14	-4	30%	-1%
42	O=C(CSc1nnc(SCc2cccc3ccccc23)s1)Nc1ccc(C(=O)O)cc1	-10	-7	103%[activator]	64%[activator]
43	CCNC1CCS(=O)(=O)C1 (centres undefined)	-17	-1	82%[activator]	2%
44	CCC1(c2ccccc2)NC(=O)N(CC(=O)Nc2ccccc2N2CCCCC2)C1=O (centres undefined)	-7	6	0%	13%
45	CCN(CCn1cccn1)Cc1c(C(=O)N2CCCCCCC2)nc2ccc(Cl)cn12	-23	5	?	?
46	CCN1CCN(CC(=O)Nc2cccc(C)c2C)C(=O)C1=O	-7	-3	?	.
47	CC1CN(C(=O)/C=C/c2ccc(SC(F)F)cc2)CC(C)O1 (centres undefined)	1	7	-15%	-22%
48	CCC(C)[C@H](NC(=O)[C@@H]1CSC2c3ccccc3C(=O)N21)C(=O)NCC1CCCO1 (some centres undefined)	1	1	?	-22%

cpd	LmPK inh	TbPYK inhibitor	AMA1 RON2 block
41	-4%	-10%	25%
42	1%	-16%	-5%
43	0%	4%	-1%
44	2%	3%	11%
45	3%	4%	29%
46	6%	-3%	1%
47	-2%	-7%	-11%
48	-2%	0%	9%

Next compounds:
cpd	Compound	Shiga toxin inh	CHX counter	Pf growth 96h	Pf growth 48h
49	COc1cccc(C2C(C#N)=C(N)Oc3cc(C)n(Cc4ccccn4)c(=O)c32)c1OC (centres undefined)	-17	-4	26%	-12%
50	COc1ccc(OCCCC(=O)NNC(=O)c2ccncc2)cc1	.	.	-4%	-1%
51	CCOC(=O)C1(CCCc2ccccc2)CCN(Cc2cnc(C)s2)CC1	-6	-2	?	?
52	O=C(c1ccc(Cl)cc1)N1CCC(C(=O)N2CCN(c3ncccn3)CC2)CC1	.	.	?	?
53	COC(=O)C1=C(c2cccc(C#N)c2)C[C@@H]2CC[C@H]1N2C(=O)NC1Cc2ccccc2C1	.	.	?	?
54	CC1(C)CC(N2CCCC2)=CC(=[N+]2CCCCCC2)C1	-5	4	-20%	?
55	CCC(C)N(C)C1CCN(C(=S)Nc2cccc(SC)c2)CC1 (centres undefined)	4	-2	-21%	20%
56	CC(CCc1ccccc1)NC(=O)COC(=O)C(CCC(N)=O)NC(=O)c1ccc(F)cc1 (centres undefined)	.	.	9%	6%
57	O=C(COC(=O)CNC(=O)C1CCCCC1)Nc1ccccc1Cl	.	.	-16%	19%

cpd	LmPK inh	TbPYK inhibitor	AMA1 RON2 block
49	2%	-7%	18%
50	.	2%	23%
51	8%	5%	-10%
52	.	-2%	22%
53	.	?	7%
54	2%	-2%	12%
55	0%	-2%	1%
56	.	0%	15%
57	.	-9%	.

High-throughput results: PubChem BioAssay, National Center for Advancing Translational Sciences (NCATS)
